Compound activity as filed in PubChem BioAssay.
CHRM4 antagonist: antagonists of human muscarinic M4 receptor (CHRM4). 360,000 compounds, 0.73% hits. P08173. CHO-hM4 cells, ACh EC80, Fluo-8 calcium fluorescence. inhibition, % at 3 µM. AID 624125;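 active means inhibition above its plate's cutoff, the mean inhibition of sample wells plus 3 SD, cut at about 27% in these data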;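 further: 0% = acetylcholine EC80 with DMSO and 100% = DMSO without agonist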
Target sequence (P08173 whole entry, looked up): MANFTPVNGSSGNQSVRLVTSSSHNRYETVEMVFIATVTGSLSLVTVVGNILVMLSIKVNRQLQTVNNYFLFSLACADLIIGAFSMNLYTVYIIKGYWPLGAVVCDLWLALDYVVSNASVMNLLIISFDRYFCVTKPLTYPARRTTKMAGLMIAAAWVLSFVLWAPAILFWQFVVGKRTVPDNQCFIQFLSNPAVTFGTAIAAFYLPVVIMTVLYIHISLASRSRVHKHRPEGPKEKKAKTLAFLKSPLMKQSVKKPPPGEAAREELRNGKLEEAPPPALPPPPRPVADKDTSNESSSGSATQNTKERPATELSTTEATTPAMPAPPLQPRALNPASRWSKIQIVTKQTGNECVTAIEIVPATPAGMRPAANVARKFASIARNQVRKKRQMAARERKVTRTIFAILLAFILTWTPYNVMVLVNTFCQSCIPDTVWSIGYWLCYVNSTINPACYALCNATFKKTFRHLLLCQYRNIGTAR
CHO-K1 Ca antag: nonselective inhibitor or artifact in parental CHO-K1 cells; AID 602250; inhibition, % at 3 µM; ATP-induced calcium, Fluo-8 fluorescence; 360,000 compounds, 0.6% hits;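 active means inhibition above a per-plate cutoff, the plate's mean sample inhibition plus 3 SD, cut at about 24% in these data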;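 further: 0% = DMSO plus EC80 ATP and 100% = DMSO alone without ATP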
CHRM1 antagonist: human CHRM1 antagonism | AID 588852 | CHO-K1 hM1, Fluo-8 calcium fluorescence, ACh EC80 antagonist | P11229 | inhibition, % at 3 µM | 360,000 compounds, 1.3% hits;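 active means percent inhibition above its own plate's cutoff, namely the mean of that plate's compound wells plus 3 SD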;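 further: peak over basal fluorescence ratio during 140 s after agonist addition; 0% = ACh EC80 plus DMSO and 100% = DMSO alone without agonist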
CHRM1 PAM: potentiates human M1 receptor response to acetylcholine. P11229. CHO-K1 hM1, Fluo-8 calcium fluorescence, ACh EC20; 0% = ACh EC20, 100% = maximal ACh. activation, % at 3 µM. 360,000 compounds, 0.088% hits. AID 588819; in the data active means activation above about 19%, passing the limit was not always enough
OXTR potentiator: potentiators of human oxytocin receptor; P30559; CHO-OTR cells, Fluo-8 calcium fluorescence, potentiator mode; 0% = oxytocin EC15, 100% = EC100; 320,000 compounds, 0.061% hits; activation, % at 3 µM; AID 2445;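 active means activation above that plate's cutoff, the mean activation of tested compounds plus 3 SD, cut at about 6.6% in these data, passing the limit was not always enough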;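 further: 100% uses oxytocin at 75 nM as the full agonist control; some results filed as inactive read as strong as hits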
Target sequence (P30559 whole entry, looked up): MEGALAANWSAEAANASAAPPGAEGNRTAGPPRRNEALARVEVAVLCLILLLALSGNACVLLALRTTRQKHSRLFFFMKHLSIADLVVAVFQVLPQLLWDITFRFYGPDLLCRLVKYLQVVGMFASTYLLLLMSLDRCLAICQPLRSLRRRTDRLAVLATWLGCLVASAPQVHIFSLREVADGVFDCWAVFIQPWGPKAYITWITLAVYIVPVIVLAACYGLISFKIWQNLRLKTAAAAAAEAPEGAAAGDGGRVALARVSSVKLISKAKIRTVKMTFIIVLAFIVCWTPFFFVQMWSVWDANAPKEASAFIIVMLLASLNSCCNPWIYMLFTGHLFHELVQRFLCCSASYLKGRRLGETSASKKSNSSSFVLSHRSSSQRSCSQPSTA
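assay system = CHO-OTR cells, human receptor | schedule = compound 6 min at room temperature before oxytocin, 100 s read | detection = Fluo-8 intracellular calcium fluorescence, ex 470-495, em 515-575 nm | evaluation = normalized max/min fluorescence ratio, % activation | control set = EC15 oxytocin alone as 0%, 75 nM oxytocin (EC100) as 100%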
CHRM1 agonist: activates human CHRM1 receptor; 360,000 compounds, 0.33% hits; activation, % at 3 µM; P11229; CHO-K1 hM1, Fluo-8 calcium fluorescence, agonist mode; 0% DMSO, 100% acetylcholine EC100;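 active means activation above the run's mean compound activation plus 3 SD, cut at about 16% in these data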;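 further: peak over basal fluorescence ratio within a 140 s kinetic read after compound addition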
M4 ag: CHRM4 agonism in calcium assay; P08173; CHO-K1 hM4/Gqi5, Fluo-8 calcium fluorescence; vehicle 0%, full acetylcholine response 100%; activation, % at 3 µM; 360,000 compounds, 0.14% hits;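 active means activation above the run mean over all test wells plus 3 SD, cut at about 32% in these data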;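 further: peak over basal fluorescence ratio per well then scaled between controls; 0% = DMSO wells and 100% = acetylcholine at EC100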
CHO-K1 Ca ag: M1 agonist counterscreen hit in parental CHO-K1 cells; AID 602248; Fluo-8 calcium fluorescence; scaled to maximal ATP response, vehicle zero; activation, % at 3 µM; 360,000 compounds, 0.48% hits; in the data active means activation above about 15%;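 further: untransfected CHO-K1 host cells lacking M1 receptor as counterscreen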
CHO parental Ca: signal in parental CHO cells, OX1R antagonist counter-screen. parental CHO-K1, ATP-induced calcium, Fluo-8 fluorescence. inhibition, % at 5.6 µM. 330,000 compounds, 0.63% hits. AID 463079;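 active means inhibition above that plate's mean sample inhibition plus 3 SD, cut at about 26% in these data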;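 further: 0% = ATP-challenged DMSO wells and 100% = DMSO wells without ATP; some compounds past the cut are filed as inactive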
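Assay system: untransfected parental CHO cell line. Also added: ATP agonist challenge. Dosing: one dose, 5.6 µM nominal. Measured by: Fluo-8 fluorescence. Read-out: % inhibition. Benchmarks: ATP wells versus no-ATP DMSO wells. Repeats: no replicates.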
Active calls of the source: *; x = not tested or not shown.

SMILES	CHRM4 antagonist	CHO-K1 Ca antag	CHRM1 antagonist	CHRM1 PAM	OXTR potentiator	CHRM1 agonist	M4 ag	CHO-K1 Ca ag	CHO parental Ca
O=C(N[C@H]1C/C=C\C(c2cccc(F)c2)N(Cc2ccccc2)C(=O)C1)OCC1c2ccccc2-c2ccccc21 (stereo not given in full)	-10	-18	1	-2	x	-4	1	0.2	-20
CCCCn1c(N)c(N(CC(C)C)C(=O)CN(C)S(=O)(=O)c2ccc(F)cc2)c(=O)[nH]c1=O	-2	6	-9	4	-1	-2	0	0.3	-25
COc1ccc(CNC(=O)C(c2ccco2)N(Cc2ccccc2)C(=O)Cc2cccs2)cc1 (stereo not given)	-3	-5	13	-7	-16	2	8	3.1	-19
COc1ccc(N(C)S(=O)(=O)c2cccc(C(=O)Nc3nnc(C4CC4)s3)c2)cc1	-2	-16	8	-1	-11	-5	10	5.3	-15
CCOc1ncccc1C(=O)OCc1ccc([N+](=O)[O-])cc1	9	0	-4	2	-5	-4	0	-0.1	-11
Cc1ccccc1OCCc1c(C)[nH]c(=S)[nH]c1=O	5	1	1	-1	-8	-2	1	0.3	-3
CN(C)c1ccnc2sc(C(=O)NCc3ccccc3)c(N)c12	6	-13	-2	8	-2	5	0	1.1	-19
COCCNC(=O)C1(C)CCCN(C(=O)c2ccccc2OC(F)(F)F)C1 (stereo not given)	-14	-3	-16	8	x	-1	0	0.2	x
Cc1nc(NC(=O)c2ccccc2)sc1Cc1ccc2c(c1)OCO2	-5	-10	-10	1	-7	-6	0	3.7	-16
Cn1cnc2cc(NC(=O)c3ccco3)ccc21	3	-27	3	2	-3	0	0	-0.1	-4
O=C(Nc1ccccc1N1CCCC1)C1CCN(S(=O)(=O)c2ccccc2C(F)(F)F)CC1	-7	11	8	0	-7	-4	9	2.5	-22
CC1=C(C(=O)OC(C)C)C(c2cccs2)NC(=S)N1 (stereo not given)	-3	0	-9	9	0	-6	0	0.9	-10
COc1ccccc1NC(=O)CSc1nnc(CNC(=O)c2ccccc2F)o1	-8	-11	-9	7	-6	-2	1	0.8	-9
CC1(C(=O)O)CCCN(C(=O)c2cccnc2Oc2ccccc2)C1 (stereo not given)	-8	-17	-18	14	x	-1	0	1.0	x
O=C(N/N=C/C=C/c1ccccc1)c1cccnc1	7	-1	-14	7	-14	-2	2	0.7	-5
C/C(CC(=O)NCc1ccco1)=N\NC(=O)Cc1ccc(-c2ccccc2)cc1	-2	-1	5	-14	-10	-8	6	2.8	-14
COc1ccc(CNC(=O)c2ccc(NS(=O)(=O)c3c(C)noc3C)cc2)cc1	0	-5	-7	4	5	-3	3	0.5	-13
O=C(Nc1ccn(CCCNCc2ccc3c(c2)OCO3)c(=O)n1)OCc1ccccc1	2	-15	0	1	x	-10	0	0.0	x
C[C@H](CO)N1C[C@H](C)[C@@H](CN(C)S(=O)(=O)c2cccs2)Oc2ccc(NC(=O)C3CC3)cc2C1=O	-2	-3	12	-14	-5	-9	2	1.0	-15
Cn1ncc(Cl)c1C(=O)NCc1cc(C(C)(C)C)n[nH]1	1	3	0	2	-9	-2	7	2.0	5
Cc1cc(N)n(-c2nc3ccccc3s2)n1	-7	-10	-1	6	-5	-4	0	-0.1	-15
COc1ccc(Oc2nnc(-c3ccc(C)cc3)c3ccccc23)cc1	-3	-4	-13	13	-1	-1	2	0.5	-3
Cc1nn(C(C)(C)C)c(OC(=O)c2ccco2)c1Sc1ccccc1	8	9	-9	7	-5	-2	-3	0.1	-7
Cc1ccc(OCC(=O)NNC(=O)C2CCN(c3ncnc4sc(C)c(C)c34)CC2)cc1	-4	-1	8	-11	-8	1	15	6.0	-16
COc1ccc(C(O)(CCN2CCCCC2)C2CCCCC2)cc1 (stereo not given)	75*	3	101*	-27	-3	-9	0	-0.3	-19
O=C(O)c1cc2n(n1)C(C(F)(F)F)CC(c1ccco1)N2 (stereo not given)	0	9	2	-2	-14	-2	0	-0.1	-5
Cc1cc(C)n(CC(O)COc2c(C)cccc2C)n1 (stereo not given)	0	9	-1	2	3	-5	1	0.2	-8
CCN(CC)c1ccc(N2C(=NC(=O)C3CC3)SC3CS(=O)(=O)CC32)cc1 (stereo not given)	1	-14	-8	12	0	-3	0	-0.1	-22
COc1cccc(NC(=O)CN(C)CC(=O)NCC(=O)Nc2ccc(F)cc2)c1	-3	-11	-4	7	0	-2	0	-0.3	-10
Cc1nnc2sc(-c3csc4c3CCCC4)nn12	-3	-11	-30	16	-2	-5	-2	-0.6	-19
Cc1ccc(S(=O)(=O)N2CCN(C(=O)Cc3c(F)cccc3Cl)CC2)cc1	-2	6	-5	4	-14	-2	-1	4.1	-15
CCOC(=O)[C@]12CCCC=C1N(Cc1ccc(Cl)cc1Cl)C(=O)[C@H](CC(=O)N1CCCC1)C2	-31	-13	x	x	x	x	1	0.8	x
C=CCn1c(C(CCC(C)C)CC(C)(C)O)n[nH]c1=S (stereo not given)	-2	-19	-12	7	-10	-7	1	0.4	-2
CC1(CC(=O)O)C(=O)N=C2C=CC=CN21 (stereo not given)	3	-7	-8	8	x	-5	1	3.5	x
COc1ccc2cc3c(N)nn(C(=O)Cc4ccc(Cl)cc4)c3nc2c1	-9	-4	3	3	0	-3	-1	0.8	-14
Cc1cccc(C)c1-n1nnnc1C1(C)CCC(=O)N1C1CC1 (stereo not given)	3	3	x	x	x	x	0	0.0	x

By substructure, the entries above with a COOH group.
SMILES	CHRM4 antagonist	CHO-K1 Ca antag	CHRM1 antagonist	CHRM1 PAM	OXTR potentiator	CHRM1 agonist	M4 ag	CHO-K1 Ca ag	CHO parental Ca
CC1(C(=O)O)CCCN(C(=O)c2cccnc2Oc2ccccc2)C1 (stereo not given)	-8	-17	-18	14	x	-1	0	1.0	x
O=C(O)c1cc2n(n1)C(C(F)(F)F)CC(c1ccco1)N2 (stereo not given)	0	9	2	-2	-14	-2	0	-0.1	-5
CC1(CC(=O)O)C(=O)N=C2C=CC=CN21 (stereo not given)	3	-7	-8	8	x	-5	1	3.5	x

Other entries:
SMILES	CHRM4 antagonist	CHO-K1 Ca antag	CHRM1 antagonist	CHRM1 PAM	OXTR potentiator	CHRM1 agonist	M4 ag	CHO-K1 Ca ag	CHO parental Ca
COc1ccccc1N1CCN(CC(=O)NC(=O)NCc2ccco2)CC1	-1	-5	-17	9	8	-4	1	0.6	-19
O=C(NCCc1cccc(Cl)c1)c1cccs1	-2	-16	-4	4	-9	-4	5	5.5	-12
CCOC(=O)N1CCN(c2c(NCCN3CCN(Cc4ccccc4)CC3)c(=O)c2=O)CC1	-5	9	-13	11	-1	-11	1	0.4	-2
CCc1ccc2nc(SCC(=O)N3CC(=O)Nc4ccccc43)c(C#N)cc2c1	-1	14	1	-2	-12	-5	2	0.6	-8
Cc1cc(OC(=O)c2ccccc2Cl)ccc1N1C(=O)CCC1=O	-1	-14	-11	8	-12	-1	x	1.1	-11
CCOc1ccc(NC(=O)c2c(OC)cccc2OC)cc1	3	-12	0	2	5	-4	1	0.1	-4
CCN1CCN(C2=C(NS(=O)(=O)c3ccc(Br)cc3)C(=O)c3ccccc3C2=O)CC1	-7	-10	-3	6	-7	-5	0	1.5	-8
O=C(CCCCCCN1C(=O)c2ccccc2C1=O)Nc1nccs1	-3	-12	-2	-3	-22	2	7	5.4	-12
COCCNC(=O)C1CCCN(C(=O)COc2ccc(C(C)(C)C)cc2)CC1 (stereo not given)	-2	7	-5	0	x	-1	1	0.5	x
CCN(CCN(C)C)C(=O)c1ccc2c(c1NCCO)C(=O)c1ccccc1C2=O	-1	-4	-2	6	-7	-7	0	-0.5	-9
Cc1ccc(S(=O)(=O)N2CCN(Cc3cc4c(cc3Br)OCCO4)CC2)cc1	-10	-26	-5	4	-7	-5	1	0.1	-13
COc1cc(CCCN2C(=S)NC[C@@H]2c2ccccc2)cc(OC)c1OC	-26	-4	-5	-4	-6	-3	3	0.1	-11

Record cards, as listed above. Order of values: CHRM4 antagonist	CHO-K1 Ca antag	CHRM1 antagonist	CHRM1 PAM	OXTR potentiator	CHRM1 agonist	M4 ag	CHO-K1 Ca ag	CHO parental Ca
Shown for O=C(CCCCCCN1C(=O)c2ccccc2C1=O)Nc1nccs1 = -3	-12	-2	-3	-22	2	7	5.4	-12
Shown for O=C(NCCc1cccc(Cl)c1)c1cccs1 = -2	-16	-4	4	-9	-4	5	5.5	-12
Shown for COc1cc(CCCN2C(=S)NC[C@@H]2c2ccccc2)cc(OC)c1OC = -26	-4	-5	-4	-6	-3	3	0.1	-11
Shown for CCc1ccc2nc(SCC(=O)N3CC(=O)Nc4ccccc43)c(C#N)cc2c1 = -1	14	1	-2	-12	-5	2	0.6	-8

Additional structures follow:
SMILES	CHRM4 antagonist	CHO-K1 Ca antag	CHRM1 antagonist	CHRM1 PAM	OXTR potentiator	CHRM1 agonist	M4 ag	CHO-K1 Ca ag	CHO parental Ca
CCOC(=O)c1ccc2c(c1)nc(SCc1cn3ccsc3n1)n2CC	-1	-2	6	1	-18	-3	1	0.5	-32
COc1ccc(N2CCN(CC(O)COc3ccc(F)cc3)CC2)cc1 (stereo not given)	-9	-5	12	-8	-6	-4	1	2.5	-17
COc1ccc(OC)c(N(CC(=O)Nc2cccc3ccccc23)S(C)(=O)=O)c1	0	-2	-8	13	-4	3	2	0.0	-15
Cc1cc(-c2nnc(SCC(=O)Nc3nc(-c4ccc(Cl)cc4)cs3)o2)no1	1	-1	-6	7	-1	-2	0	3.0	-19
CC(CCc1ccccc1)NC(=O)CCN1N=C(c2ccccc2)CCC1=O (stereo not given)	4	-6	-6	6	-5	-3	1	0.6	-18
Cc1ccc(CNC(=O)CN(C)S(=O)(=O)c2cnc[nH]2)cc1	-4	-6	4	-2	0	-2	1	0.1	-7
CSc1ccc(CN(C)C(=O)CNC(=O)c2sc3ccccc3c2Cl)cc1	-9	-15	-8	1	-7	-1	2	0.8	-9
C/C(=C\C(=O)c1ccc(Br)cc1)Nc1ccc(Cl)cc1	2	8	4	-4	-1	-6	6	3.0	-8
CS(=O)(=O)N(CC(=O)N1CCN(Cc2ccc3c(c2)OCO3)CC1)c1ccc2c(c1)OCO2	2	4	21	-9	-9	-3	3	0.4	-3
Cc1cc(NC(=O)COC(=O)Cn2c(C)csc2=O)ccc1Br	6	-10	-2	2	-13	-1	6	6.3	4
Cc1c(C(c2cccc([N+](=O)[O-])c2O)c2c(C)n(C)n(-c3ccccc3)c2=O)c(=O)n(-c2ccccc2)n1C	-5	-11	-8	6	-5	-6	0	0.7	-14
COCCNC(=O)c1cccc(OC2CCN(Cc3ccccc3OCCO)CC2)c1	7	-4	-6	4	0	-8	0	-0.5	-16
